# Compound activity deposited in PubChem by several laboratories.
# Dynein transport: inhibitors of GR-EGFP nuclear translocation, primary screen, dynein cargo transport inhibitor project, imaging, high-content, 3617.4 mouse cells. test concentration mostly 20 µM; stimulated with dexamethasone, 1 µM; active compounds read low. z-score, hits read low. 220,000 tested, 0.47% active. AID 1381, 2008;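 active = plate z-score of nuclear minus cytoplasmic receptor signal below a set negative limit, without overly bright fluorescence or cell loss, cut at about -3.5 in these data, passing the limit was not always enough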;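 note: z-score of nuclear minus cytoplasmic ring GR-EGFP intensity difference per well; some compounds called inactive have numbers as strong as hits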
#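 medium = tetracycline-free induction medium containing charcoal-stripped FBS | also added = 1.0 µM final dexamethasone stimulus | schedule = 48 h induction, 1 h compound, 30 min dex at 37 °C | technique = fixed, Hoechst-stained cells imaged at 10x for EGFP | measure = GR-EGFP nuclear translocation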
# bCat nuc transl: modulators of beta-catenin nuclear translocation, primary screen, imaging, HeLa cells, immunofluorescence, high-content; nuclear translocation activity, % at 5 µM; 190,000 tested, 0.3% active; AID 1665, 2009;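 active = nuclear translocation activity above 50% at 5 µM, with a well cell count of 50 or more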;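 note: per-cell ratio of nuclear to cytoplasmic median beta-catenin stain intensity; plate controls were DMSO negative control for no effect and GSK-3 inhibitor IX positive control for full effect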
#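 Assay system: human HeLa cells, native beta-catenin; doses: 5 µM primary, 0.02–20 µM confirmation; incubation: compound treatment 24 h, 37°C, 5% CO2; technique: fluorescence imaging of beta-catenin antibody stain plus DAPI; measure: % activation, nuclear-to-cytoplasmic median beta-catenin signal ratio per cell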
# K1F lysis inhibition: inhibition of K1F phage lysis, E. coli UTI89, bacterial capsule biogenesis inhibitors, alamar blue (AID 488966). E. coli UTI89 K1F phage lysis, alamar blue, 2 h; higher % means a stronger effect. inhibition, % at 100 µM; hits with a dose series show IC50 in µM. 340,000 tested, 0.02% active;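 active = phage lysis inhibition, versus mean bacterial control, above a set limit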;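 note: capsule biogenesis inhibitors block K1F phage lysis so surviving cells raise fluorescence; higher fluorescence means more inhibition of phage lysis; actives were called in the ten point dose series up to 300 µM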
# Ins promoter up: insulin promoter activators in MIN6 cells, imaging, high-content screening, mouse beta cells | z-score at 5 µM | MIN6 insulin promoter-GFP reporter; active compounds read high | AID 1625, 2009 | 190,000 tested, 0.3% active;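 active = z-score above 3 at 5 µM with at least 500 cells counted in the well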
# P. falciparum M1AAP: P. falciparum M1AAP inhibitors, biochemical, fluorogenic H-Leu-NHMec substrate, 1536-well (AID 1445). Aminopeptidase N (Plasmodium falciparum (isolate 3D7)). recombinant M1AAP, H-Leu-NHMec fluorogenic kinetic assay; higher % means a stronger effect. one-dose inhibition, % at 30 µM; IC50 in µM for titrated hits. 220,000 tested, 0.42% active;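 active = primary inhibition above the hit cutoff, then over 50% inhibition at one or more dose response concentrations, cut at about 23% in these data, passing the limit was not always enough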;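 note: plate controls were DMSO full reaction for no effect and no enzyme background for full effect; strong numbers were not always called active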
# Autophagy HCS: autophagy modulators in MEF cells, primary screen, imaging, high-content, MEF GFP-LC3; MEF GFP-LC3 puncta imaging; test concentration mostly 10 µM; calls only at 10 µM (by protocol); 190,000 tested, 0.98% active;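 active = percentage of spot-positive cells more than 3 SD above its plate mean, without a fluorescence outlier flag or 80% toxicity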;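 note: spot-positive cell cutoff set from DMSO-treated cells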
# P. falciparum M17LAP: P. falciparum M17LAP inhibitors, primary screen, biochemical, fluorogenic H-Leu-NHMec substrate, 1536-well (AID 1619); inhibition, % at 30 µM; hits with a dose series show IC50 in µM; recombinant M17LAP, H-Leu-NHMec fluorogenic kinetic assay; higher % means a stronger effect; 220,000 tested, 0.38% active; Leucine aminopeptidase (Plasmodium falciparum (isolate 3D7));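 active = compound inhibiting the enzyme by more than half at any dose during confirmatory dose-response retesting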;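 note: plate controls were full reaction with DMSO carrier for no effect and no enzyme background for full effect; strong numbers were not always called active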
# MT stabilize HCS: microtubule stabilizers in HeLa cells, primary screen, imaging, high-content imaging | HeLa tubulin immunostaining HCS, 24 h; share of cells brighter than vehicle mean+2SD | % tubulin-high responders, % at 10 µM | 200,000 tested, 0.83% active | AID 2205, 2009;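 active = plate Z-score above 3 for both tubulin-high and condensed-nucleus cell shares, with cell loss under 80%, at 10 µM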;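 note: anti alpha tubulin signal scored within the nucleus-defined area of each cell; some results filed as inactive read as strong as hits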
# CSM14.1 death rescue: rescue of cells from ER stress-induced death, primary screen, 384-well, CSM14.1, thapsigargin, ATP luminescence (AID 1222). CSM14.1 thapsigargin-induced death rescue, ATP luminescence; higher % means a stronger effect. cellular ATP content (survival), % at 20 µM; hits with a dose series show EC50 in µM. 190,000 tested, under 10 active;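 active = EC50 below 50 µM in the dose-response confirmation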;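 note: death triggered by thapsigargin at about 15 µM added after 2 h compound pretreatment; cell ATP read after overnight thapsigargin exposure of roughly 18 to 22 hours; normalized against plate controls of thapsigargin alone and 5% DMSO vehicle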
# Dynein transport cytoplasmic EGFP: further read-out of Dynein transport, marked with its call; z-score; measured here: cytoplasmic GR-EGFP intensity; active compounds read high
# Dynein transport nuclear GR-EGFP: recorded beside Dynein transport, whose call it bears; z-score; measured here: nuclear GR-EGFP intensity;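 lower value marks the stronger effect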
# Dynein transport cell count: also measured in Dynein transport; calls as there; z-score; measured here: cell count per field
# Ins promoter up cell count: recorded beside Ins promoter up, whose call it bears; cell count; measured here: cytotoxicity, nuclei count;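 total cells summed across four imaged fields per well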
# bCat nuc transl cell count 5 µM: also measured in bCat nuc transl; calls as there; cell count; measured here: cell count, cytotoxicity flag
# MT stabilize HCS Hoechst-high %: recorded beside MT stabilize HCS, whose call it bears; % Hoechst-high responders; measured here: nuclear condensation Hoechst responders;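 share of cells brighter than vehicle mean plus two SD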
# MT stabilize HCS cytotoxicity %: further read-out of MT stabilize HCS, marked with its call; toxicity, %; measured here: cytotoxicity by cell density;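 0% = mean cell density of plate MIN control wells and 100% = no cells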
# Autophagy HCS cell loss 18 h: second read-out of Autophagy HCS, no call of its own (marks repeat the call); toxicity, %; measured here: cell loss, nuclei count;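 cell loss after 18 h compound exposure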
# Starred values were filed as active, the others as inactive; i = inactive; x = not tested or not shown; [ ] = remark or other dose. Not a hit list; about 2.9% have a hit in one of these screens.
# Second line of a record: Dynein transport nuclear GR-EGFP	MT stabilize HCS cytotoxicity %	MT stabilize HCS Hoechst-high %	Autophagy HCS cell loss 18 h	Autophagy HCS	Dynein transport	MT stabilize HCS	Dynein transport cell count	bCat nuc transl cell count 5 µM	Ins promoter up cell count	K1F lysis inhibition	P. falciparum M1AAP	Ins promoter up	CSM14.1 death rescue	Dynein transport cytoplasmic EGFP	bCat nuc transl	P. falciparum M17LAP
CCCCN1C(=O)C2Cc3c([nH]c4ccccc34)CN2C1=S (stereo unspecified)
 : -0.81	5.0	3.2	-9	i	-2.7	1.6	0.13	1116	1260	10%	-2%	0.53	-1.2%	4.7	-0.6	1%
Cn1cc(/C=C2\SC(=S)N(NC(=O)c3ccccc3)C2=O)c2ccccc21
 : 0.84	4.9	3.3	-1	i	1.3	14	-0.21	1109	x	0.2%	3%	x	-0.2%	2.3	0.8	-14%
O=C1Cc2ccccc2N1c1c(Cl)cccc1Cl
 : -0.71	5.4	1.8	1	i	-1	2.3	0.52	478	x	0.2%	5%	x	-3.6%	-0.23	4.2	17%
CNC(=O)NC(=O)C(C)OC(=O)c1c(C)noc1C (stereo unspecified)
 : 1.6	3.5	1.1	-7	i	1.9	1.2	-2.4	1258	994	0.3%	12%	-0.07	-1.6%	0.51	0.3	-4%
Cc1ccc(C2C(C(=O)c3cc4ccccc4o3)=C(O)C(=O)N2CCN2CCOCC2)o1 (stereo unspecified)
 : -0.29	6.4	2.1	11	i	-0.92	3.4	0.46	1049	1698	1.1%	8%	0.66	-0.7%	-0.2	-1.8	17%
COc1ccc(N2CCN(C(=O)CN(C)S(=O)(=O)c3cnc[nH]3)CC2)cc1
 : 0.56	0.4	2.2	18	i	-0.52	2.2	0.46	581	1300	1.7%[50 µM]	4%	-0.03	8.1%	-0.27	-5.1	-13%
O=[N+]([O-])c1ccc(Cl)c(C2Nc3cccc4cccc(c34)N2)c1
 : 0.0039	7.3	1.4	39	i	-0.93	2.3	-0.011	1305	1394	0.0%	8%	-0.4	-1.1%	-0.19	1.3	-11%
CCN(Cc1ccccc1)S(=O)(=O)c1ccc(S(=O)(=O)N(Cc2cccc(OC)c2)CC2CCCO2)cc1 (stereo unspecified)
 : 0.19	6.2	1.7	7	i	0.32	1.6	-0.58	x	x	1.1%	13%	x	0.4%	-0.29	x	-5%
CCOC(=O)NC(C(Cl)(Cl)Cl)S(=O)(=O)c1ccccc1 (stereo unspecified)
 : 0.14	x	x	x	x	-0.56	x	0.23	1273	1002	0.2%	-2%	0.84	x	-0.2	1.3	21%
Cc1cc(C)nc(SC2CCCCC2NS(=O)(=O)c2ccccc2)n1 (stereo unspecified)
 : -0.083	11	1.6	10	i	-0.13	1.1	-0.22	786	1442	1.8%	2%	-0.08	0.9%	-0.17	-2.0	-14%
O=C(c1ccccc1)c1sc(N2CCCCCC2)nc1-c1ccccc1
 : 0.68	11	1.5	-14	i	0.28	1.9	-0.011	1378	1026	0.2%	6%	-1.2	4.7%	-0.17	2.8	-1%
Cn1c(CCNC(=O)c2ccc(Cl)cc2)n[nH]c1=S
 : 0.52	7.7	1.1	-20	i	-0.19	1.3	0.064	1369	1675	0.6%	3%	0.36	-1.3%	-0.19	-2.2	5%
CC(=O)Nc1ccc(CC#N)cc1
 : -0.48	x	x	x	x	-0.97	x	0.55	1295	1210	-1.1%	1%	-0.63	x	-0.22	0.4	-3%
COCCN(CCOC)CC(O)COC(c1ccccc1)c1ccccc1 (stereo unspecified)
 : -1.1	3.4	1.4	-1	i	-0.81	1.3	0.9	1133	1448	2.3%	1%	-0.04	-1.1%	-0.24	-0.8	10%
CC(=O)NCc1ccc(-c2csc(N)n2)s1
 : -0.42	8.2	2.3	15	i	-0.41	2.7	-0.025	928	1209	0.0%	-1%	0.51	0.0%	-0.076	-1.7	-9%
Cc1[nH]c(=O)[nH]c(=O)c1S(=O)(=O)N1CCC(C(=O)NC(C)c2ccccc2)CC1 (stereo unspecified)
 : 0.2	8.9	2.7	17	i	-1.1	2.3	0.83	544	1195	2.4%[50 µM]	4%	0.43	1.5%	-0.053	-3.9	12%
COc1ccc(NC(=O)/C(=C\c2ccc(OS(=O)(=O)c3ccc(C)cc3)cc2)NC(=O)c2ccccc2)cc1
 : -0.41	12	2.3	-3	i	0.38	2.4	-0.71	1331	1588	1.5%	11%	1.3	-0.6%	-0.22	-0.7	-6%
O=S1(=O)CCN(C(CO)c2ccccc2)CC1 (stereo unspecified)
 : 0.46	4.7	2.2	1	i	1.3	1.9	-0.95	1031	1326	0.8%	5%	0.03	x	-0.32	4.1	-4%
C=C(C)Cn1c(SCC(=O)O)nnc1-c1ccc(C(C)(C)C)cc1
 : 1.6	98	18	7	i	1.6	12	-1.7	x	1310	0.3%	-6%	-0.24	-0.1%	-0.089	x	-12%
O=C(c1ccccc1)N1CCN(C2CC3CCC2C3)CC1 (stereo unspecified)
 : -0.3	3.7	1.5	5	i	-0.48	2.6	0.031	954	1467	0.0%	-11%	-0.16	-0.8%	-0.27	0.5	7%
CC(C)C[C@H](NC(=O)OC(C)(C)C)C(=O)N1CCC(C(=O)N[C@@H](Cc2ccccc2)C(=O)O)CC1
 : 0.11	7.1	2.3	0	i	0.5	4.7	-0.2	x	x	0.1%	0%	x	-1.3%	-0.55	x	4%
COc1cccc(C(=O)Nc2cccc(OCC(=O)c3ccccc3)c2)c1
 : 0.63	5.8	2.3	8	i	0.77	4.5	0.03	1563	1326	-1.8%	-7%	-0.19	-1.1%	0.26	0.1	0%
CC(C)NS(=O)(=O)c1ccc(OCC(=O)Nc2ccc(F)cc2F)cc1
 : 0.018	9.1	1.1	-6	i	-0.16	1.9	-0.18	x	956	-0.2%	3%	-0.64	-1.0%	-0.25	x	18%
Cc1cc(C(=O)Nc2nc(-c3ccccn3)cs2)ccc1[N+](=O)[O-]
 : 1.1	0.9	4.7	45	i	1.2	7.8	-0.63	1003	1174	0.8%	-13%	-1.5	-0.5%	-0.29	1.9	5%
COc1cc(CCCN2C(=S)NC[C@H]2Cc2ccc(O)cc2)cc(OC)c1OC
 : 0.0068	7.5	1.3	12	i	-0.43	2.0	0.055	1160	1369	2.2%	2%	-0.05	0.4%	-0.31	-0.5	1%
Nn1c(SCC(=O)N2CCOCC2)nnc1-c1ccccc1Cl
 : 0.25	0.2	1.3	4	i	0.81	3.5	-2.6	x	x	3.9%	-5%	x	-1.0%	-0.0045	x	-3%
Cn1c(N)c(C(=O)COC(=O)C2CCN(S(=O)(=O)c3cccs3)CC2)c(=O)n(C)c1=O
 : -0.2	x	x	x	x	-0.026	x	-0.45	1402	982	0.0%	x	-0.11	x	-0.61	0.9	x
Cn1c(SCCCC(=O)c2ccc(Br)cc2)nnc1-c1ccncc1
 : -0.49	8.4	2.0	2	i	-0.71	3.0	0.23	1084	x	0.1%	3%	x	-4.7%	0.12	-10	5%
O=C(NC1CCCCC1)C(c1ccc(F)cc1)N(Cc1ccco1)C(=O)c1ccccn1 (stereo unspecified)
 : -0.33	7.6	2.7	-6	i	0.078	3.9	0.71	1104	1273	-2.5%	7%	0.42	-0.6%	-0.25	-2.2	3%
COc1ccc(C(=O)/C=C/Nc2ccc(S(=O)(=O)Nc3nc(C)cc(C)n3)cc2)c(OC)c1
 : 0.44	x	x	x	x	-0.076	x	0.012	1300	1175	-0.1%	9%	0.06	x	-0.25	0.6	-5%
COc1ccccc1NC(=O)COc1ccccc1C(=O)c1cnn(-c2ccccc2)c1
 : -0.25	7.6	2.9	11	i	-0.043	7.6	0.0077	1102	1491	-0.1%	16%	0.79	-0.8%	-0.25	-3.0	10%
CC(C)c1csc(CN2CCC(N3CCC(C(=O)N4CCOCC4)CC3)CC2)n1
 : -0.27	6.3	1.7	16	i	-0.47	3.1	1.1	1038	1429	0.0%	1%	0.44	-0.7%	-0.39	-2.0	18%
C=CCn1cc(C(=O)NCc2ccc3c(c2)OCO3)c(=O)c2cc(S(=O)(=O)N(CC)CC)ccc21
 : 0.71	12	3.9	-13	i	-0.41	4.9	-0.27	454	1054	0.3%[50 µM]	4%	-0.81	-0.5%	-0.12	2.3	-2%
O=C(O)c1ccc(N2C(=O)C3C4c5ccccc5C(Br)(c5ccccc54)C3C2=O)cc1 (stereo unspecified)
 : 0.038	2.2	3.3	-5	i	-0.64	2.2	-0.023	1140	1436	-0.3%	15%	-0.08	1.3%	-0.31	-1.2	17%
Cc1cccc(C)c1NC(=O)NC1(C(=O)N2CCOCC2)CCCCC1
 : 0.37	4.9	1.7	3	i	0.29	1.7	-0.27	1167	1208	1.4%	5%	-0.78	-0.7%	-0.25	-0.3	7%
CN(C)CC(C)(C)NS(=O)(=O)c1ccc(Cl)cc1
 : -0.11	11	1.7	-6	i	-0.7	2.8	1.1	867	1494	-1.1%	2%	-0.23	-2.1%	-0.21	-6.4	-7%
